zVAD death inh = blocks zVAD induced death of L929 cells. L929 zVAD necroptosis rescue, ATP luminescence, 24 h; with zVAD 60 µM. viability rescue, % at 10 µM. actives 0.38% (n = 220,000). AID 1377;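 active = activation, scaled between plate controls, above about 75%, limit read from the data; inactive = activation under that limit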;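 note: 0% = zVAD with DMSO and 100% = DMSO alone without zVAD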
EBV gp42 inh = EBV gp42 inhibition; Fluorescence polarization binding assay, mP read-out; Q1HVG2; inhibition, % (tested at 21.74 µM); actives 0.42% (n = 220,000); in the data active = inhibition above about 50%
Target sequence (Q1HVG2 whole entry, looked up): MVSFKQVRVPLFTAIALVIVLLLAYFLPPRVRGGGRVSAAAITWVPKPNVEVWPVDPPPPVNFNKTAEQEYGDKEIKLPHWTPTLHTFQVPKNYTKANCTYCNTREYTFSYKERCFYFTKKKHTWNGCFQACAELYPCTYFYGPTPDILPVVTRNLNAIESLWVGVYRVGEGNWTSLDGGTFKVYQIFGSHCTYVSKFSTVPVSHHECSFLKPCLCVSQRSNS
Mdm2 ligase inh = inhibitors of human Mdm2 E3 ubiquitin ligase; actives 0.11% (n = 210,000); AID 1230; cell-based MDM2 ubiquitination luciferase reporter, 2 h; 0 = plate control, 100 = twice control, blank-subtracted; signal enhancement, % at 5 µM;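 active = signal enhancement of 30% or more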;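 note: luminescence tracks abundance of the self-degrading MDM2-luciferase fusion protein; higher signal means inhibition of MDM2 E3 ligase activity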
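Test system: mammalian cells stably expressing self-ubiquitinating, self-degrading MDM2 E3–luciferase fusion; Amount: 2000 cells in each well; Medium: DMEM; Schedule: 4 h settle plus 2 h compound, 37 °C; Technique: SteadyLite luciferase luminescence after 15 min room-temperature reagent incubation; Benchmarks: plate control and blank wells.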
Runt-CBFb FRET = inhibitors of human RUNX1 Runt domain binding to CBFb; Q01196+Q13951; Cerulean-Runt/Venus-CBFb FRET ratio 530/480, 1 h; inhibition, % at 20 µM; actives 0.46% (n = 220,000);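 active = inhibition over about 50% at 20 µM in the single-dose screen, limit read from the data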;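 note: 0% = DMSO wells and 100% = excess unlabeled CBFb competitor control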
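Assay system: Cerulean-Runt domain / Medium: Tris 50 mM pH 7.5, KCl, K2SO4, 0.01% BSA / Timing: protein complex preformed 1 h, compound exposure 1 h, room temperature, dark / Measured by: FRET, excitation 422 nm, emission at 530 and 480 nm / Evaluation: loss of energy transfer signal / Control set: 5 µM unlabeled CBFb as full-inhibition high control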
14-3-3 Bad PPI = disrupts binding of bovine 14-3-3 zeta to phospho-Bad peptide; P63103; TR-FRET 14-3-3zeta/Dy647-pBad peptide displacement, 1 h; inhibition, % at 21.7 µM; actives 0.71% (n = 220,000); AID 781;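 active = inhibition above about 70%, limit read from the data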;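 note: 0% = full 14-3-3 plus peptide FRET controls and 100% = background without 14-3-3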
Runt-SMMHC FRET = inhibitors of human RUNX1 Runt domain binding to CBFb-SMMHC; AID 1434; Cerulean-Runt/Venus-CBFb-SMMHC FRET ratio 530/480, 1 h; Q01196+Q13951; actives 0.74% (n = 220,000); inhibition, % at 20 µM;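 active = mean inhibition across duplicate retests at 20 µM reaching about 50%, limit read from the data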;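 note: 0% = DMSO wells and 100% = wells with excess untagged CBFb-SMMHC; inhibitors lower the FRET ratio by blocking Runt binding to CBFb-SMMHC; some results filed as inactive read as strong as hits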
TbHK1 inh = T. brucei hexokinase 1 inhibition; inhibition, % at 10 µM; AID 1430; actives 0.11% (n = 220,000); recombinant TbHK1, G6PDH-coupled NADH A340;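 active = inhibition of 50% or more in the single-dose primary screen; inactive = inhibition below 50%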
p47phox inh = p47phox (human) inhibition; p47phox/p22phox peptide binding, fluorescence polarization, 2 h; inhibition, % at 24.7 µM; actives 0.53% (n = 220,000); AID 1274;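 active = inhibition above about 30%, limit read from the data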;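 note: 0% = p47phox with labelled peptide and 100% = labelled peptide alone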
Hck-Nef inh = human Hck-Nef kinase inhibition. Recombinant Hck-YEEI plus Nef, Z-Lyte FRET kinase assay. actives 0.68% (n = 220,000). inhibition, % at 20 µM. P08631;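 active = Hck-Nef kinase inhibition above about 50%, limit read from the data; inactive = inhibition below that limit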;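 note: 0% = DMSO with Hck plus Nef and 100% = Hck alone without Nef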
Target sequence (P08631 whole entry, looked up): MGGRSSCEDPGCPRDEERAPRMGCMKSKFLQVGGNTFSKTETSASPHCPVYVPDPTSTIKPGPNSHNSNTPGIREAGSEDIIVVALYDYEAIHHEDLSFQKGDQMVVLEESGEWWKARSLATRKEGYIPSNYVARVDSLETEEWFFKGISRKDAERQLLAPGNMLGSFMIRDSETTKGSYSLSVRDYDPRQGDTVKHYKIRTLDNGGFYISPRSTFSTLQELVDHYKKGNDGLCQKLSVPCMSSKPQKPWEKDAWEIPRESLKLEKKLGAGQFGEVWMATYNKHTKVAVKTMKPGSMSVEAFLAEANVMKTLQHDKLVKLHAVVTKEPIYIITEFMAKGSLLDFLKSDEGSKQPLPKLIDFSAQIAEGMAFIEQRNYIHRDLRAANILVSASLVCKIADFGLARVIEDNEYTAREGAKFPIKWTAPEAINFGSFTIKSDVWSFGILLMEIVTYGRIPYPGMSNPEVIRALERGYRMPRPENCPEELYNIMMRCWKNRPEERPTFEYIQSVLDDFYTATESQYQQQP
* marks the source's active call; other numbers are inactive results; / = not tested or not shown; [ ] = another dose, or the depositor's remark. Compounds as they come; any-hit rate near 3.2%.

SMILES	zVAD death inh	EBV gp42 inh	Mdm2 ligase inh	Runt-CBFb FRET	14-3-3 Bad PPI	Runt-SMMHC FRET	TbHK1 inh	p47phox inh	Hck-Nef inh
C=CCOc1cccc(C2C(C(=O)c3ccco3)=C(O)C(=O)N2CCN2CCOCC2)c1 (centres undefined)	1.3	-10	5	2	16[fluorescence artefact?]	2	-18	-28	-3
Cc1onc(-c2ccccc2Cl)c1C(=O)NCCn1ccc2ccccc21	-0.1	-6	-10	43	-13	-3	6	-1	2
COC(=O)c1cn(NC(=O)/C=C/c2ccc(OC)c(OC)c2)c(=O)c2ccccc12	0.5	4	-13	-1	4	4	-19	-2	0
CCNC(=O)c1sc2cc(C)ccc2c1Cl	5.2	-6	-15	-1	-12	-4	5	-2	-3
O=C(c1cccc(S(=O)(=O)N2CCCCC2)c1)N1CCCCC1	0.6	-6	-25	0	-2	-1	2	-11	1
CCN(CC)c1ccc(/C=N/n2c(-c3ccccc3Br)n[nH]c2=S)cc1	-0.5	-8	-7	24	-7	19	2	-24	2
N#Cc1ccccc1CSc1ccc(-c2nc3ccccc3[nH]2)cn1	1.3	-4	-9	7	9[fluorescence artefact?]	2	-10	-22	-2
CSC(=S)N/N=C/c1c[nH]c2ccccc12	2.1	-12	-14	7	-8	5	-29	2	0
O=C(c1ccco1)N1CCN(c2cc(=O)n(C3CCCCC3)c(=O)[nH]2)CC1	6.6	-5	-9	2	2[fluorescence artefact?]	1	28	-8	11
O=C1c2ccccc2C(=O)N1n1c(=O)[nH]c2ccccc2c1=O	-0.2	-6	-8	0	5	0	6	-16	-8
O=C(CN1CCN(S(=O)(=O)c2ccc(Cl)cc2)CC1)Nc1ccc(F)cc1F	-0.3	23	-10	-1	-3[fluorescence artefact?]	0	8	6	-1
COc1ccc(N(C(=O)Cc2cccs2)C(C(=O)NC2CCCCC2)c2cccn2C)cc1 (centres undefined)	-0.7	3	-14	2	90*	2	1	-6	-1
CCOC(=O)C1CCN(C(=O)COc2ccc(N(C)S(=O)(=O)c3ccc(C)cc3)cc2)CC1	2.5	-2	2	0	-14	-5	-6	-15	23
Nc1cc(=O)[nH]c(=S)n1-c1cccc(C(F)(F)F)c1	-0.3	-6	-26	3	-15	-4	-2	-10	1
CC(C)c1nc2sc3c(=O)[nH]c(=S)[nH]c3c2c2c1CCC2	0.9	-12	-12	3	7[fluorescence artefact?]	13	-1	-13	4
C=CCn1c(C)cc(C(=O)COc2ccc(S(=O)(=O)N3CCCC3)cc2[N+](=O)[O-])c1C	-0.6	-4	-9	17	3	11	11	-30	1
COc1cc(/C=N/Nc2ccc([N+](=O)[O-])cc2S(=O)(=O)N2CCOCC2)cc(OC)c1OC	-0.2	-36	/	-20	3	-176	-19	-21	5
Cc1ccc(NS(=O)(=O)c2ccc3[nH]c(=O)c(=O)[nH]c3c2)cc1Cl	6.1	-1	-9	-1	5	1	-11	-9	22
Cn1c(SCc2ccccc2F)nc2cccnc21	-0.2	1	-10	0	5[fluorescence artefact?]	0	4	-1	0
COCc1[nH]nc2c1C(c1ccnc3ccccc13)C(C#N)=C(N)O2 (centres undefined)	0.2	3	-12	0	6[fluorescence artefact?]	-5	1	-7	1
Cc1ccc(-c2nnc(CCC(=O)N(C)Cc3nccs3)o2)s1	-1.1	-16	-5	/	0	/	-11	12	19
COc1ccccc1NC(=O)c1cc2c(s1)-c1ccccc1S(=O)(=O)C2	1.8	-3	-10	-1	-2	-2	-33	20	52*
Cc1ccc(NC(=O)CSc2ncn[nH]2)cc1S(=O)(=O)N1CCOCC1	0.9	-3	-8	0	-3	0	-2	1	14
Cc1onc(-c2c(F)cccc2Cl)c1C(=O)NCc1ccccn1	0.1	-1	5	1	1	2	1	0	1
CCn1nc(C(=O)OCC(=O)N2c3ccccc3CC2C)c2ccccc2c1=O (centres undefined)	6.3	-20	-12	-3	8[fluorescence artefact?]	4	-1	9	2
COc1cc(NC(=O)C2CC(=O)NC3=C2C(=O)CCC3)cc(OC)c1 (centres undefined)	-0.1	5	-4	2	-1	3	-2	-12	1
Cc1cc(CN2C(=O)c3ccccc3C2=O)on1	-0.4	-23	-6	0	-1	4	1	-2	-4
Cc1ccc(/C=C2/NC(=O)N(Cc3ccccc3F)C2=O)s1	2.4	-82	-17	-13	-9	-42	0	-152	-29
CC(=O)Nc1ccc(Cc2nc3ccccc3[nH]2)cc1	12	-10	-3	0	0	3	1	-2	18
CCC/C(O)=C1\C(=O)CC(C)(C)CC1=Nc1ccc(OC)cc1OC	-0.6	2	-10	1	13	0	-1	-4	-1
CCCCNC(=O)OCC(CC)NC(=O)OCC(C)C (centres undefined)	0.1	-6	-14	-4	-1	0	6	-5	-1
C=CCn1c(CCNC(=O)c2cccs2)nnc1SCC(=O)c1cccc([N+](=O)[O-])c1	0.0	-19	-20	0	6	2	-7	-18	2
CCC1=Nc2cc(C(=O)NCCCOC)ccc2Sc2ccccc21	-0.6	5	-4	0	5	-6	-12	-12	-1
O=C(CCNS(=O)(=O)c1cccc2nsnc12)NCc1ccc(F)cc1	0.8	6	-12	0	15	2	0	4	-12
NC(=O)COC(=O)C12CC3CC(CC(O)(C3)C1)C2	-1.6	-4	-17	-1	-1	-1	12	1	11
Nc1cc(OC(=O)c2ccco2)nn1S(=O)(=O)c1ccc(F)cc1	-0.4	-7	-7	2	4	-4	6	-4	0
COc1ccccc1Oc1cc(-n2nc(C)cc2C)ncn1	0.1	-11	0	-2	6[fluorescence artefact?]	2	-1	4	0
COc1ccc(CCN2C(=O)CC(NC34CC5CC(CC(C5)C3)C4)C2=O)cc1OC (centres undefined)	14	6	-22	2	-2	0	-13	4	17
O=C1C2=C(SCCS2)C(=O)N1c1ccccc1	-0.2	4	6	-4	-9	-6	3	9	1
CSc1ccccc1NC(=O)N1CCCC(C(=O)c2ccc3c(c2)OCO3)C1 (centres undefined)	-0.8	2	-13	-1	-16	1	-13	4	7
CCS(=O)(=O)Nc1ccc(-c2nnc(SCC(=O)OC)o2)cc1	-0.2	-13	-5	-3	12	-2	-9	-3	3
COc1cccc(C2CC(=O)NC3=C2C(=O)CCC3)c1 (centres undefined)	0.1	-12	-8	-3	0[fluorescence artefact?]	3	3	0	1
Cc1ccc2nc3c(c(Nc4ccc5c(c4)OCCO5)c2c1)CCC3	-0.1	5	6	-2	-17[fluorescence artefact?]	4	-51	-17	1
CC1=NN(C(=O)COc2cc(C)ccc2C(C)C)C(O)(c2ccccc2)C1 (centres undefined)	-0.4	-5	5	0	-6	0	-4	-5	17
COc1ccc(Nc2c3c(c(C#N)c4nc5ccccc5n24)CCC3)cc1	-0.5	-34	-25	/	2	34	-5	19	1
Cn1cccc1C(=O)OCC(=O)N1CC(=O)Nc2ccccc21	0.7	-4	-5	0	-9	-3	4	0	26
O=C(NNC(=O)C1CC(c2cccs2)=NO1)NC1CCCCC1 (centres undefined)	2.5	4	-12	2	-3	-3	6	3	26
COc1cccc(/C=N/NC(=O)c2ccc([N+](=O)[O-])cc2Cl)c1O	3.3	-23	-1	0	0	0	-8	-13	-20
N#CC1=C(N)C2=CCCC[C@H]2[C@H](c2ccc(Br)cc2)C1(C#N)C#N	0.6	19	-12	2	-18[fluorescence artefact?]	-69	-7	-33	3
COc1ccc(S(=O)(=O)NCC(c2cccnc2)N2CCN(c3ccccc3OC)CC2)cc1C (centres undefined)	-0.6	3	7	-4	7	-3	33	-15	0
NC(=O)c1ccc(OCC(F)(F)F)nc1	-0.3	-10	-8	-2	-4	-1	3	-4	4
O=C(COc1ccc(Cl)cc1)Nc1ncc([N+](=O)[O-])s1	0.7	-7	-41	-2	41	3	8	0	18
Cc1cc(C(F)F)n2nc(C(=O)Nc3sc4c(c3C(N)=O)CCC4)nc2n1	2.5	12	-10	-1	0	-2	-14	-12	3
O=C(CCS(=O)(=O)c1ccc(Br)s1)NCc1ccccc1	-0.2	-9	-9	0	8	2	0	-10	1

Screening data as filed in PubChem BioAssay.
